MazEF act = MazEF (E. coli) toxin RNase activation | P0AE70 | FAM/BHQ RNA-DNA oligo cleavage fluorescence, 5 h | activation, % at 20 µM | 0.32% of 350,000 active | AID 504720; in the data active = activation above about 50%
Target sequence (P0AE70 whole entry, looked up): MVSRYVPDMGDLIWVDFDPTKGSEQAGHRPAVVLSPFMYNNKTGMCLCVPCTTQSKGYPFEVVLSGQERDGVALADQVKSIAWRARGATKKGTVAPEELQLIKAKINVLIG
3CLpro inhibitor = SARS-CoV 3CLpro protease inhibition | P0C6X7 | recombinant SARS-CoV 3CLpro, quenched FRET peptide cleavage | inhibition, % at 6 µM | 0.14% of 290,000 active | AID 1706; in the data active = inhibition above about 12%
DUSP3 inh = blocks human VHR1 dual specificity phosphatase; P51452; recombinant VHR phosphatase, pNPP absorbance; inhibition, % at 13.3 µM; 0.52% of 290,000 active; AID 1654; in the data active = inhibition above about 50%; also: some compounds called inactive have numbers as strong as hits
Rv3671c protease = inhibitors of M. tuberculosis serine protease Rv3671c | P9WHR9 | inhibition, % at 5.96 µM | 0.048% of 320,000 active | AID 2606; in the data active = inhibition above about 38%;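 also: extracellular domain of Rv3671c used as enzyme; 0% = enzyme with DMSO and 100% = no enzyme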
CCHFV vOTU inh = blocks the CCHF virus ovarian tumor domain protease; inhibition, % at 11.5 µM; CCHFV vOTU protease, Pep-AMC fluorescence; AID 651958; 0.55% of 370,000 active; in the data active = inhibition above about 30%; also: 0% = vehicle wells with enzyme and 100% = no enzyme wells
BoNT-F LC inh = inhibitors of Botulinum neurotoxin F light chain protease; Multiplex microsphere protease cleavage assay, flow cytometry; inhibition, % at 10 µM; 0.22% of 360,000 active; AID 588497; in the data active = inhibition above about 35%, passing the limit was not always enough; inconclusive = no clear call, values can overlap the other calls; also: plate controls were buffer without enzyme for full effect and enzyme alone for no effect
Anthrax LF inh2 = anthrax lethal factor protease inhibition; multiplex microsphere protease cleavage assay, LF; inhibition, % at 10 µM; 0.12% of 360,000 active; AID 588501; also: plate controls were buffer without enzyme for full effect and enzyme alone for no effect
Target sequence (P15917 whole entry, looked up): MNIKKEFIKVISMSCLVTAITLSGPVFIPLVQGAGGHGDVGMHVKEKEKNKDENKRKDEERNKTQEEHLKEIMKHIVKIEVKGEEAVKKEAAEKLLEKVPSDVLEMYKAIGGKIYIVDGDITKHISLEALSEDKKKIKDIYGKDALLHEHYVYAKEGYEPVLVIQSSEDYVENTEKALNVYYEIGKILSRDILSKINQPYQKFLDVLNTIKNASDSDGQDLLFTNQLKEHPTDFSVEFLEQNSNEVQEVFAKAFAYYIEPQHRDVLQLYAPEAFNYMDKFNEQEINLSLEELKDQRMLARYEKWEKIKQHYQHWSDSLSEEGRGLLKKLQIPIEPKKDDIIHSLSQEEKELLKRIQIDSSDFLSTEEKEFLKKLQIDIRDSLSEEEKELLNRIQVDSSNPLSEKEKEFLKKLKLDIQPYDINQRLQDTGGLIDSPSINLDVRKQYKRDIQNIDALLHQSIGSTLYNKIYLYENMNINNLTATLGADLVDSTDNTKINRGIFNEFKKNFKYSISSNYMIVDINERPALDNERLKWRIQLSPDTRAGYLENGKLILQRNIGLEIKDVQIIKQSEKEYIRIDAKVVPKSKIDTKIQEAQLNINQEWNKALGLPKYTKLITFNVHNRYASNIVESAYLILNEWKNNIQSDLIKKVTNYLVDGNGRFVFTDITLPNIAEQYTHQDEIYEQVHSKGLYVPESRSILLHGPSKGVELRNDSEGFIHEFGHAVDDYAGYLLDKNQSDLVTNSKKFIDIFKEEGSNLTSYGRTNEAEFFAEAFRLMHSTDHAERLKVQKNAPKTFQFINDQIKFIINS
BoNT A protease = BoNT A light chain protease inhibition; multiplex microsphere protease substrate cleavage, flow cytometry; inhibition, % at 10 µM; 0.17% of 360,000 active; AID 588499; also: plate controls were buffer without enzyme for full effect and enzyme alone for no effect
PrPC TRFRET = reduces human prion protein on the cell surface; inhibition, % at 13.8 µM; P04156; AID 720596; cell surface PrPC, TR-FRET read-out; 0.43% of 370,000 active; in the data active = inhibition above about 24%; also: 0% = median of the test wells and 100% = reference compound wells
PriA SSB inh = inhibitors of Klebsiella pneumoniae PriA binding to SSB C-terminal tail. inhibition, % at 33 µM. AlphaScreen SSBct-PriA binding, biotinylated peptide. 0.6% of 430,000 active; in the data active = inhibition mostly above about 37%, no sharp cut-off; inactive = mostly below about 20%;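 also: plate controls were negative control peptide for no effect and reference peptide for full effect; strong numbers were not always called active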
* marks the source's active call; other numbers are inactive results; u = inconclusive; x = no result given. Rule as the data show it, unless noted: active = inhibition above about 30%; inconclusive = no clear call, values can overlap the other calls; inactive = below that. Only part of the results is shown; count on the stated rates, not on these rows.

SMILES	MazEF act	3CLpro inhibitor	DUSP3 inh	Rv3671c protease	CCHFV vOTU inh	BoNT-F LC inh	Anthrax LF inh2	BoNT A protease	PrPC TRFRET	PriA SSB inh
COc1ccc(CCN(C)C(=O)C2CCCN(C3CCN(Cc4ccccc4)CC3)C2)cc1OC (configuration not stated)	10	0	14	-1	11	-6	-3	-5.7	-3	-10
COc1cc(OC)c2ccc(=O)oc2c1C(CCN1CCCC(C)C1)c1ccc2c(c1)OCO2 (configuration not stated)	-13	x	14	6	-2	-3	-1	0.2	-11	9
COc1cc(C=O)ccc1OCc1ccccc1Br	3	-4	37	-3	-5	-8	1	-0.4	11	-63
Cn1c(-c2ccc(F)cc2)cnc1NCc1ccc(F)cc1F	7	0	13	x	2	x	x	x	-6	-9
CCNC(=O)C(=O)NCC1OCCCN1S(=O)(=O)c1cccs1 (configuration not stated)	-3	1	-2	0	6	5	-1	0.2	10	0
CN(C)c1ccc(/C=N/OC(=O)Nc2ccccc2Cl)cc1	-3	-3	0	-6	-9	-7	-2	-0.5	1	x
FC(F)(F)c1cnc(-c2cnc(-c3ccccn3)nc2)c(Cl)c1	3	-1	5	-12	0	5	-2	-1.0	-3	-7
Cc1cc(Nc2cc(C)on2)n2ncnc2n1	5	-1	2	1	11	-6	1	-0.4	2	-5
Cc1cc(C=O)c(C)n1C1CC1	4	-1	11	-2	-3	3	-3	0.1	2	-2
O=C(CSc1nc2ccccc2c(=O)n1-c1cccc(C(F)(F)F)c1)NC1CC1	9	-4	35	-4	23	-12	-2	-0.6	10	8
CCC(=O)NC(Nc1sc2c(c1C(=O)OC)CCN(C)C2)(C(F)(F)F)C(F)(F)F	3	-1	-9	3	-18	26	0	-0.2	-2	-11
O=C(Nc1cccc(Cl)c1)Nc1ccon1	7	6	48	-9	11	-4	0	-1.4	7	-4
CN(C)C(=S)Nc1ccc(Cl)cc1	9	3	20	5	-11	u	4	4.6	-5	-4
COc1cc(/C=C/C(=O)OC2CC3CCC2(C)C3(C)C)ccc1O (configuration not stated)	-9	x	6	2	7	-15	2	-0.1	1	6
CC1(C(=O)Nc2cccc(C#N)c2)CCN1C(=O)C1(c2ccccc2)CC1 (configuration not stated)	x	x	x	x	6	-5	-1	0.2	-2	x
Cc1ccccc1N=C/C=C1/C=C(c2ccccc2)OC(C)(C)O1	6	-2	9	0	-3	9	-4	2.4	-4	16
CCCCCCn1cnc2c(c1=O)c1nc3ccccc3nc1n2/N=C/c1ccco1	-4	-1	16	x	4	6	1	0.2	-11	x
CCc1ccc(C(O)(CC)C(CN2CCOCC2)c2ccccc2)cc1 (configuration not stated)	-1	2	-16	x	0	-31	6	-1.3	-2	-1
Cc1cccc(OCc2nnc(SCC(=O)c3cccs3)n2C)c1C	-1	-5	15	4	x	-12	2	-0.9	x	-11
OCCC1CN(Cc2nc3c(s2)CCCC3)CCN1Cc1ccsc1 (configuration not stated)	-1	-1	18	1	-11	1	-5	1.2	-7	7
Fc1ccc(-c2cnn3c(-c4cccs4)ccnc23)cc1	-13	1	0	x	5	-1	-4	-0.2	-6	10
CCOC(=O)/C=c1\s/c(=C\c2ccc3c(c2)OCCO3)c(=O)n1CC(=O)NCC1CCCO1 (configuration not stated)	-17	5	21	-4	11	-11	3	0.6	0	x
CCOC(=O)N1CCN(Cc2nc3c(c(=O)n(C)c(=O)n3C)n2Cc2ccc(F)cc2)CC1	6	-6	-18	2	-2	-11	-14	-0.9	7	-5
O=C(c1ccco1)N1CCN(C(=O)c2ccc(-c3ccc(Cl)cc3)o2)CC1	-1	x	x	-8	-2	-2	2	0.0	-5	4
O=C(COc1ccc(Cl)cc1)NCCS(=O)(=O)N1CCN(c2ccc(F)cc2)CC1	18	3	-7	2	1	4	-3	-0.8	-5	4
CC(C)(O)C(=O)N=Nc1c(O)[nH]c2ccccc12	16	2	4	0	-1	-5	0	-0.7	-31	-19
C[C@H](CO)N1C[C@H](C)[C@H](CN(C)S(C)(=O)=O)OCc2ccccc2-c2c(n(C)c3ccccc23)C1=O	19	x	x	x	-3	-4	2	0.1	-5	x
O=C(C1CCCCC1)N(CCN1CCCC1)c1nc2ccccc2s1	6	10	8	5	0	8	2	0.7	8	1
COc1ccc(C(CNC(=O)CCNS(=O)(=O)c2ccccc2)N2CCOCC2)cc1 (configuration not stated)	7	x	x	x	-4	-5	4	-0.2	1	x
Cc1ccc(Cl)cc1N1CCN(C(=O)C2CCC(=O)N(C3CCCCCC3)C2)CC1 (configuration not stated)	-13	10	6	-8	4	5	3	0.3	9	-15
Cc1c(C(=O)NCCN(C)C)oc2ccc(S(=O)(=O)N3CCC4(CC3)OCCO4)cc12	2	1	-7	5	4	-6	0	0.1	-4	8
CCN(CC)C(=O)c1ccc(NC(=O)COc2ccccc2F)cc1	3	3	-20	2	8	-4	2	0.3	-3	-8
COc1ccc(CN2C(=NC(=O)C3CC3)SC3CS(=O)(=O)CC32)cc1 (configuration not stated)	-1	-3	-8	-2	-6	-2	2	2.2	-1	-16
Cn1ccc(=O)c2cc([N+](=O)[O-])ccc21	3	x	x	x	1	0	-3	-0.1	-34	x
CC(=O)Nc1ccc(C(=O)OCC(=O)N(c2ccccc2)C2CCS(=O)(=O)C2)cc1 (configuration not stated)	0	x	x	3	29	-1	8	-0.2	9	-19
CC(C)C(=O)Nc1ccccc1C(=O)OCC(=O)c1ccc2c(c1)OCCO2	0	1	0	-8	-2	-10	-2	-0.7	3	-14
O=C(NC12CC3CC(CC(C3)C1)C2)C12CC3CC(C1)CC(n1cnc(Cl)n1)(C3)C2	8	3	-1	0	0	-2	-6	-1.7	3	-13
Cc1nc2ccc(C(C(F)(F)F)(C(F)(F)F)C(F)(F)F)cc2[nH]1	5	2	-4	2	24	-4	0	-0.7	10	-17
Cc1ccccc1C(=O)NCCNC(=O)c1ccccn1	7	-5	17	-5	-11	-14	8	-4.9	5	-1
CC(=O)c1ccc(OCCCC(=O)NC2CCCCC2C)cc1 (configuration not stated)	2	-3	44	-5	-2	10	2	-1.9	1	-5
CCc1oc(-c2ccc(OC)cc2)c(C(=O)OCCCCCO)c1C(C)OCCO (configuration not stated)	x	x	x	x	1	-10	-9	0.8	8	x
O=C(c1cnn2c(C(F)(F)F)cc(-c3ccco3)nc12)N1CCCCCC1	5	5	11	-7	-3	-1	0	0.0	-14	-15
CS(=O)(=O)c1nc(S(=O)(=O)c2ccc(Cl)cc2)c(NCCCN2CCOCC2)s1	0	4	6	2	7	-2	-1	0.4	-4	-10
CSc1ccccc1C(=O)NC1CCCC1	1	-4	-4	-5	-1	1	2	2.0	-1	-18
COc1ccc(-n2cnnc2SCC(=O)NC2CCCCC2)cc1	10	x	x	6	7	-14	-4	-0.1	3	6
CC[n+]1c(/C=C/Nc2ccccc2)oc2ccccc21	-62	-3	25	7	-3	-12	-1	1.5	-15	-1
COc1ccc(C2CC(c3ccccc3)=NN2C(=O)c2ccc(F)cc2)cc1 (configuration not stated)	3	5	2	-2	-14	-13	-3	0.5	-5	7
CC1CCCC(NC(=O)CN2C(=O)NC(C)(c3cc(F)ccc3F)C2=O)C1C (configuration not stated)	-2	x	x	6	10	2	0	-0.6	5	-17
O=C(O)c1ccc(COc2ccc3ccccc3c2/C=C2/NC(=O)N(Cc3ccc(F)cc3)C2=O)cc1	-2	6	12	x	-1	0	1	-0.3	-2	-11
Cc1cc(NC(=O)CCC(=O)N(CCC(C)C)C(C(=O)NC2CCCC2)c2ccccc2C)no1 (configuration not stated)	1	2	-3	-4	-4	4	7	0.2	-1	-13
COC(=O)C1C(O)=C(C(C)=Nc2cccc3ccccc23)C(=O)CC1(C)C (configuration not stated)	-6	0	1	5	-2	-3	9	0.1	13	16
CCN(CC)CC(=O)NCC1(c2ccccc2)CCOCC1	4	-3	3	0	0	17	-1	0.9	-3	0
C(=N\Nc1nc(N2CCCCC2)nc(N2CCCCC2)n1)/c1c[nH]c2ccccc12	4	2	-3	4	22	-10	-2	-0.6	4	x

Gathered by group, those above with four or more nitrogen atoms (nine)
SMILES	MazEF act	3CLpro inhibitor	DUSP3 inh	Rv3671c protease	CCHFV vOTU inh	BoNT-F LC inh	Anthrax LF inh2	BoNT A protease	PrPC TRFRET	PriA SSB inh
FC(F)(F)c1cnc(-c2cnc(-c3ccccn3)nc2)c(Cl)c1	3	-1	5	-12	0	5	-2	-1.0	-3	-7
Cc1cc(Nc2cc(C)on2)n2ncnc2n1	5	-1	2	1	11	-6	1	-0.4	2	-5
CCCCCCn1cnc2c(c1=O)c1nc3ccccc3nc1n2/N=C/c1ccco1	-4	-1	16	x	4	6	1	0.2	-11	x
CCOC(=O)N1CCN(Cc2nc3c(c(=O)n(C)c(=O)n3C)n2Cc2ccc(F)cc2)CC1	6	-6	-18	2	-2	-11	-14	-0.9	7	-5
O=C(NC12CC3CC(CC(C3)C1)C2)C12CC3CC(C1)CC(n1cnc(Cl)n1)(C3)C2	8	3	-1	0	0	-2	-6	-1.7	3	-13
O=C(c1cnn2c(C(F)(F)F)cc(-c3ccco3)nc12)N1CCCCCC1	5	5	11	-7	-3	-1	0	0.0	-14	-15
COc1ccc(-n2cnnc2SCC(=O)NC2CCCCC2)cc1	10	x	x	6	7	-14	-4	-0.1	3	6
Cc1cc(NC(=O)CCC(=O)N(CCC(C)C)C(C(=O)NC2CCCC2)c2ccccc2C)no1 (configuration not stated)	1	2	-3	-4	-4	4	7	0.2	-1	-13
C(=N\Nc1nc(N2CCCCC2)nc(N2CCCCC2)n1)/c1c[nH]c2ccccc12	4	2	-3	4	22	-10	-2	-0.6	4	x

High-throughput results: PubChem, several laboratories
